High-throughput results (PubChem BioAssay)
GPR55 activation: selective activators of receptor GPR55 – imaging, U2OS cells, beta-arrestin-GFP redistribution, primary screen (AID 1961). U2OS GPR55 beta-arrestin-GFP redistribution imaging; higher % means a stronger effect. activation, % at 10 µM; hits with a dose series show EC50 in µM. actives 0.048% (n = 290,000);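 active = activation above 40% with more than 50 cells counted in the well; inconclusive = wells holding fewer than 50 cells, flagged as toxic or sparse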;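 note: U2OS osteosarcoma cells stably expressing GPR55 and beta-arrestin-GFP; plate controls were DMSO negative control for no effect and LPI positive control for full effect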
T cell HTS: T cell immune modulation candidate. actives 0.068% (n = 330,000). 2C CD8+ T cell-vesicle binding, flow cytometry; hits give low values. calls only at 7 µM;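 active = response, share of CD8 T cells binding vesicles, and their 90th percentile fluorescence all below set limits, cut at about 80% in these data, passing the limit was not always enough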
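System: murine 2C transgenic CD8+ T lymphocytes; also added: QL9-loaded Drosophila micro-vesicles; times: binding 1.5 h at 37 °C; measured by: flow cytometry, PE anti-B7-1 (FL2) versus Alexa647 anti-CD8 (FL8), PFA-fixed; control set: Peptide-free naked vesicles (low) and QL9 vesicles with 0.7% DMSO vehicle (high)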
NTR1 ag: NTR1-driven beta-arrestin-GFP spot formation – imaging, U2OS cells, high content, primary screen (AID 493036); agonist mode; activation, % at 20 µM; actives 0.17% (n = 330,000);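 active = activation at or above 40% of the spot to cytoplasm intensity ratio, with at least 20 cells analyzed; inconclusive = wells under 20 cells, flagged as cytotoxic or low count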;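 note: 0% = DMSO without peptide and 100% = 100 nM NTR1 peptide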
Target sequence (P30989 whole entry, looked up): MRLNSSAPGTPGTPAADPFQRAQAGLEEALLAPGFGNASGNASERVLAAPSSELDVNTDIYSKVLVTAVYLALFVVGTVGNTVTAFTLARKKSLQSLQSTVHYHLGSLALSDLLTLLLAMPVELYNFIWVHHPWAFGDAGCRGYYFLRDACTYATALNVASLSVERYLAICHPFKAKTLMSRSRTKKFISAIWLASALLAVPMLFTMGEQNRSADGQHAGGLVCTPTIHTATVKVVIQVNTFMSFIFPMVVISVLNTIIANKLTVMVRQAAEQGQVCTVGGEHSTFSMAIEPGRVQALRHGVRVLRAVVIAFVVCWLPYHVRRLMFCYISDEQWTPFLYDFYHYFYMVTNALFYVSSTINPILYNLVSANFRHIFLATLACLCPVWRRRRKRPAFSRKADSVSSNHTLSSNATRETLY
HEK293 NOD2/NF-kB: inhibition of NOD2-driven NF-kB reporter – cell-based, luminescence, uHTS, HEK293 (AID 1566) | HEK293 NOD2/NF-kB luciferase reporter, luminescence; higher % means a stronger effect | one-dose inhibition, % at 4 µM; EC50 in µM for titrated hits | actives 0.63% (n = 290,000); note: many of its hits are not listed in these tables
Myeloid diff 2: myeloid differentiation induction; ER-HoxA9 myeloid progenitors, lysozyme-GFP differentiation, flow cytometry; AID 624256; calls only at 10 µM; actives 1% (n = 360,000);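 active = normalized GFP-positive differentiation at or above the plate's own cutoff, the solvent-only control mean plus 3 SD; inconclusive = no clear call, values can overlap the other calls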;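 note: cells exposed to compound for four days before flow analysis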
NOD1 NF-kB reporter: NOD1 signaling inhibitors, primary screen, cell-based, luminescence, uHTS (AID 1578); NOD1-driven NF-kB luciferase reporter cells, luminescence; higher % means a stronger effect; actives 1% (n = 290,000); inhibition, % at 4 µM; hits with a dose series show EC50 in µM; in the data active = inhibition mostly above about 36%, no sharp cut-off; inactive = mostly below about 34%;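 note: HEK-293T reporter cells stimulated with the NOD1 agonist gamma-tri-DAP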
KOR beta-arrestin-1: kappa opioid receptor blockers – cell-based, luminescence, uHTS (AID 1778) | actives 0.091% (n = 290,000) | inhibition, % at 10 µM, or IC50 in µM where a hit was titrated | KOR beta-arrestin recruitment, luminescence, antagonist mode; higher % means a stronger effect; note: strong numbers were not always called active
KOR beta-arrestin-2: KOR agonists, beta-arrestin recruitment, primary screen, cell-based, luminescence, uHTS (AID 1777). KOR beta-arrestin recruitment, luminescence; higher % means a stronger effect. activation, % at 10 µM, or EC50 in µM where a hit was titrated. actives 0.02% (n = 280,000); in the data active = activation above about 50%, passing the limit was not always enough; note: a part of the inactive calls stands beside numbers as strong as those of hits
GPR55 LPI antagonism: GPR55 antagonists blocking LPI-driven arrestin recruitment, primary screen, imaging, U2OS, beta-arrestin-GFP, LPI agonist (AID 2013); U2OS GPR55 beta-arrestin-GFP translocation imaging, LPI antagonism; higher % means a stronger effect; actives 0.13% (n = 290,000); inhibition, % at 10 µM; hits with a dose series show IC50 in µM;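 active = spots per cell inhibited over 60%, with over 100 cells counted and total cytoplasm intensity under 500,000; inconclusive = wells with under 100 cells, flagged as likely toxic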;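 note: U2OS cells stably carrying GPR55 and arrestin-GFP stimulated by 5 µM LPI near EC80; imaged beta-arrestin-GFP aggregate spots per cell after agonist stimulation; plate controls were LPI-stimulated DMSO wells for no effect and DMSO wells without LPI for full effect; some results filed as inactive read as strong as hits; confirmed hits need IC50 under 10 µM and bright autofluorescent wells are also inconclusive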
T cell HTS vesicle-bound %: second read-out of T cell HTS, no call of its own (marks repeat the call); double positive events, %; measured here: CD8+ vesicle-bound cell fraction;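 binding gate set so that unloaded-vesicle control wells show 10% double positive cells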
NTR1 ag cell count 20 µM: second read-out of NTR1 ag, no call of its own (marks repeat the call); cell count; measured here: cell count, cytotoxicity flag
Myeloid diff 2 GFP+ MAC1+ %: second read-out of Myeloid diff 2, no call of its own (marks repeat the call); GFP+ MAC1+ double positive, %; measured here: differentiation confirmed by MAC1 staining
The depositor's hits bear a star; i = inactive; ? = inconclusive; · = no result given; [ ] = remark or other dose. Cut-off read from the data, not from the text of the source, unless noted: active = inhibition above about 50%; inactive = the rest. These rows are one share of the data; rates above refer to the full screens.

Compound	NOD1 NF-kB reporter	GPR55 activation	T cell HTS vesicle-bound %	KOR beta-arrestin-2	HEK293 NOD2/NF-kB	T cell HTS	NTR1 ag	Myeloid diff 2 GFP+ MAC1+ %	KOR beta-arrestin-1	GPR55 LPI antagonism	NTR1 ag cell count 20 µM	Myeloid diff 2
Cc1cc(NC(=O)CN2C(=O)NC3(CCCCC3)C2=O)no1	-14%	-0.1%	51	2.5%	14%	i	0.4	0.2	18%	0%	91	i
O=C(CSc1nnc(-c2ccncc2)n1CC1CCCO1)Nc1cccc(O)c1 (configuration not stated)	-4%	-0.1%	39	-4.6%	22%	i	-1.5	0.6	-14%	-19%	70	i
C[C@H](NC(=O)c1ccccc1F)C(=O)N1CCC2(CC1)NCCc1[nH]cnc12	-17%	0.2%	48	-2.8%	8%	i	1.1	2.9	-44%	12%	64	i
N#Cc1ncc(C(F)(F)F)cc1Oc1cccnc1	-7%	0.5%	29	-1.9%	11%	i	-0.5	0.1	-25%	1%	41	i
O=C(Nc1c(-c2ccc(F)cc2)nc2ccccn12)c1ccc(F)cc1	-5%	0.0%	55	-3.8%	80%*	i	-1.6	0.4	26%	17%	73	i
COC(=O)c1ccccc1NC(=O)N1c2ccccc2CC1C (configuration not stated)	·	-0.1%	32	3.0%	-3%	i	4.9	2.1	6%	2%	84	i
CC1(C)CC(=O)C2=C(C1)OC(N)=C(C#N)C21C(=O)N2CCCc3cccc1c32 (configuration not stated)	-17%	0.8%	6	0.8%	0%	i	-3.4	0.7	-36%	0%	62	i
Cc1cc(C(=O)NCCCOC(C)C)c2ccccc2n1	-22%	-0.1%	28	6.3%	18%	i	-0.5	2.0	-13%	·	51	i
O=C(CCNS(=O)(=O)c1cccc2nsnc12)NC1CCN(Cc2ccccc2)CC1	-9%	-0.2%	20	-0.3%	19%	i	4.8	0.3	14%	18%	67	i
CCc1ccc(NC(=O)CC2C(=O)N(c3ccc(C)cc3)C(=O)N2CCc2ccncc2)cc1 (configuration not stated)	-18%	-0.6%	51	-1.0%	8%	i	-0.6	0.2	-28%	13%	77	i
CCN1CCN(c2nc(Nc3ccc(NC(C)=O)cc3)nc(Nc3ccc(NC(C)=O)cc3)n2)CC1	3%	0.7%	37	1.0%	9%	i	1.2	0.2	2%	-2%	66	i
O=C(NCc1ccc(F)cc1)c1ccc(Br)o1	-6%	0.2%	23	0.9%	1%	i	-0.1	0.2	-5%	1%	45	i
O=C(CNCc1ccc(F)cc1)Nc1ccccc1-c1ccccc1	-26%	1.0%	50	0.7%	-3%	i	5.4	1.0	·	7%	41	i
CSc1nc(N)c(C(=O)Nc2ccc([N+](=O)[O-])cc2)s1	-1%	0.5%	17	-0.1%	8%	i	1.4	0.2	39%	9%	49	i
CCN(Cc1ccccc1)C(=O)CCS(=O)(=O)c1ccc2c(c1)n(C)c(=O)c(=O)n2C	-18%	-0.1%	19	4.0%	-1%	i	-1.9	2.1	-9%[20 µM]	1%	59	i

Ordered by length of the SMILES (smallest number first): three of the compounds above.
Compound	NOD1 NF-kB reporter	GPR55 activation	T cell HTS vesicle-bound %	KOR beta-arrestin-2	HEK293 NOD2/NF-kB	T cell HTS	NTR1 ag	Myeloid diff 2 GFP+ MAC1+ %	KOR beta-arrestin-1	GPR55 LPI antagonism	NTR1 ag cell count 20 µM	Myeloid diff 2
N#Cc1ncc(C(F)(F)F)cc1Oc1cccnc1	-7%	0.5%	29	-1.9%	11%	i	-0.5	0.1	-25%	1%	41	i
O=C(CSc1nnc(-c2ccncc2)n1CC1CCCO1)Nc1cccc(O)c1 (configuration not stated)	-4%	-0.1%	39	-4.6%	22%	i	-1.5	0.6	-14%	-19%	70	i
CCN1CCN(c2nc(Nc3ccc(NC(C)=O)cc3)nc(Nc3ccc(NC(C)=O)cc3)n2)CC1	3%	0.7%	37	1.0%	9%	i	1.2	0.2	2%	-2%	66	i

(list continues)
Compound	NOD1 NF-kB reporter	GPR55 activation	T cell HTS vesicle-bound %	KOR beta-arrestin-2	HEK293 NOD2/NF-kB	T cell HTS	NTR1 ag	Myeloid diff 2 GFP+ MAC1+ %	KOR beta-arrestin-1	GPR55 LPI antagonism	NTR1 ag cell count 20 µM	Myeloid diff 2
Clc1ccc(C2CC(c3ccco3)n3ncnc3N2)cc1Cl (configuration not stated)	-26%	-0.4%	25	-7.6%	4%	i	0.2	1.5	7%	1%	101	i
CC1=Nc2cc(C(=O)NCCCN3CCOCC3)ccc2Sc2c(C)ccc(C)c21	-23%	-0.2%	16	0.5%	10%	i	-1.3	·	-51%	-14%	35	?
Cc1ccc(OCCn2cnc3sc(C(N)=O)c(C)c3c2=O)cc1	6%	0.1%	58	5.7%	15%	i	0.0	·	-73%	-1%	73	·
Cc1c(C(=O)N2CCN(C)CC2)oc2ccc(S(=O)(=O)N3CCOCC3)cc12	-10%	-0.1%	29	-1.4%	8%	i	-0.8	1.7	-12%	8%	97	i
Cc1ccc(C(=O)Nc2nnc(COc3ccccc3)s2)cc1	-44%	-0.1%	29	-3.5%	13%	i	1.0	0.3	-9%	-4%	41	i
COc1cccc(C(=O)O/N=C2\CCS(=O)(=O)c3sccc32)c1	-12%	-0.1%	26	-2.1%	0%	i	0.5	0.8	-56%[20 µM]	-19%	28	i
Cc1onc(-c2c(F)cccc2Cl)c1C(=O)N(Cc1ccccc1)C(C)C	0%	0.6%	67	1.2%	8%	i	0.3	0.5	6%	3%	60	i
O=C(Nc1nc2cc(Cl)ccc2s1)C1CCCN(S(=O)(=O)c2cccc3cccnc23)C1 (configuration not stated)	30%	-0.2%	41	7.1%	-3%	i	-4.8	3.5	-7%	-17%	55	i
CC1CCCC(NC(=O)c2cccc(S(=O)(=O)N3CCCCC3)c2)C1C (configuration not stated)	-25%	-0.1%	11	-3.2%	-1%	i	0.2	1.2	17%	3%	60	i
O=S(=O)(NC(=NCc1ccccc1)c1ccccc1)c1ccc(Br)cc1	-8%	-0.1%	43	-2.9%	6%	i	1.1	3.8	25%	3%	79	i
CCCCCC(=O)N1CC2(CC(c3cccc(NC(=O)CC(c4ccccc4)c4ccccc4)c3)=NO2)C[C@@H]1C(N)=O (some centres not stated)	3%	-0.1%	40	3.9%	6%	i	11	1.7	39%	16%	44	i
COc1ccc(OC)c(C(=O)COC(=O)c2ccccc2O)c1	-20%	0.6%	40	0.5%	-3%	i	1.7	0.6	-2%	-1%	73	i
COc1ccccc1CN1C(=NC(=O)C2CCCCC2)SC2CS(=O)(=O)CC21 (configuration not stated)	-12%	0.2%	16	1.6%	5%	i	1.3	1.8	-30%	-3%	65	i
O=c1oc2c(CN3CCOCC3)c(O)c(Cl)cc2c2c1CCC2	-14%	-0.3%	·	41%	-6%	·	·	1.3	-47%	-16%	·	i
CCCCC(CC)C(=O)N1CCN(C(=O)c2ccco2)CC1 (configuration not stated)	-29%	-0.1%	44	-3.1%	-4%	i	0.7	0.1	-1%[20 µM]	-10%	43	i
Cc1c(Cl)cccc1NC(=S)NCc1ccco1	-1%	0.2%	14	-0.9%	1%	i	1.2	1.2	24%	-4%	39	i
CC1CCN(S(=O)(=O)N2CCC(C(=O)NCCN3CCOCC3)CC2)CC1	3%	0.4%	46	-2.3%	24%	i	-1.1	6.7	-37%	0%	46	i
CCOc1ncccc1C(=O)OC(C)C(=O)NC(=O)NC1CCCCC1 (configuration not stated)	-3%	0.2%	51	3.1%	12%	i	0.4	0.3	-24%	-2%	55	i
COc1ccc(O)c(C(=O)c2coc(=N)c(C(=O)Nc3ccc(SC(F)F)cc3)c2)c1	-4%	1.2%	62	-4.5%	7%	i	1.0	0.8	9%	9%	67	i
CN1C(=O)C(C)(C)c2cc(S(=O)(=O)N3CCC(C(=O)NCc4ccccc4Cl)CC3)ccc21	-11%	-0.1%	22	-2.0%	20%	i	-1.1	3.9	3%[20 µM]	-15%	57	i
CC1=CC(C)(C)N(S(=O)(=O)c2ccc(C)cc2)c2ccccc21	-4%	0.0%	39	-7.3%	0%	i	2.1	·	-41%	2%	48	?
COc1cc(NC(=O)c2cc3ccccc3o2)c(OC)cc1Br	·	-0.3%	61	5.9%	23%	i	6.9	0.5	-91%	-16%	62	i
O=C1C2C3C=CC(C3)C2C(=O)N1CCC(=O)N1CCc2ccccc21 (configuration not stated)	-16%	-0.2%	27	3.2%	10%	i	-1.4	6.4	36%	8%	83	i
Cc1ccc(C(=O)Nc2ccc3c(c2)ncn3C)cc1	-32%	-0.1%	38	-3.2%	-63%	i	-4.4	0.0	21%	-8%	96	i
O=C(O)c1cc(-c2ccccc2)c(N2CCOCC2)s1	3%	-0.1%	42	3.8%	12%	i	-1.3	0.6	-7%	4%	50	i
COc1cc(OC)c(C(=O)OC(C)C(=O)Nc2cc(C(F)(F)F)ccc2Cl)cc1OC (configuration not stated)	29%	0.2%	44	2.0%	4%	i	3.3	0.3	9%	-6%	76	i
CCOC(=O)C(=O)Nc1ccc(S(=O)(=O)Nc2nccs2)cc1	-22%	-0.2%	44	0.0%	0%	i	0.1	0.8	10%[20 µM]	-8%	56	i
N#C/C(=C\c1cc2c(cc1Br)OCO2)c1ccc(C(=O)O)cc1	-11%	-0.2%	20	-1.7%	20%	i	2.0	0.2	-15%[20 µM]	-1%	70	i
Cc1cc(=O)[nH]c(SCC(=O)c2ccc(C)c(C)c2)n1	-22%	0.5%	23	-1.3%	6%	i	0.7	0.5	3%	6%	29	i
Brc1ccc2nc(-c3c[nH]c4ccccc34)cn2c1	-68%	0.6%	24	0.8%	-137%	i	0.8	1.1	-19%	7%	43	i
CC(=O)N1CCN(C(=O)CCc2c[nH]c3ccccc23)CC1	-17%	0.1%	30	-5.5%	1%	i	-1.3	0.4	-10%	2%	60	i
CCOC(=O)c1oc2ccccc2c1CN1CC(C)OC(C)C1 (configuration not stated)	-39%	0.5%	10	-2.6%	-2%	i	-1.2	1.7	18%	8%	46	i

Records listed above marked active in HEK293 NOD2/NF-kB:
structure | NOD1 NF-kB reporter | T cell HTS vesicle-bound % | KOR beta-arrestin-2 | HEK293 NOD2/NF-kB | T cell HTS | Myeloid diff 2 GFP+ MAC1+ % | KOR beta-arrestin-1
O=C(Nc1c(-c2ccc(F)cc2)nc2ccccn12)c1ccc(F)cc1 | -5% | 55 | -3.8% | 80%* | i | 0.4 | 26%
